CatL inh: inhibitors of human cathepsin L; purified cathepsin L, fluorogenic substrate, fluorescence; hit rate 0.17% among 58,000; inhibition, %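 (tested at 10 µM)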; P07711; in the data active = inhibition above about 45%;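 note: 0% = enzyme with no compound and 100% = no enzyme blank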
FXIIa inh mix: blocks human factor XIIa in pooled compound mixtures; P00748; hit rate 0.2% among 62,000; AID 684; purified FXIIa, fluorogenic substrate; inhibition, % at 5 µM;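 note: 0% = enzyme without compound and 100% = no enzyme blank; some results filed as inactive read as strong as hits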
CatG inh: inhibitors of human cathepsin G. P08311. purified enzyme, AMC-tetrapeptide fluorescence, pooled mixtures. inhibition, % at 5 µM (by protocol). hit rate 0.2% among 62,000;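 active = inhibition above 20% in each of the two mixture wells holding the compound; inactive = inhibition of 20% or less in either well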;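 note: 0% = enzyme control without mixture and 100% = blank lacking enzyme; strong numbers were not always called active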
FXIa inh mix: inhibitors of human coagulation factor XIa, pooled mixtures. purified FXIa, fluorogenic substrate. inhibition, % at 5 µM. P03951. hit rate 0.19% among 62,000;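 note: each value is inhibition by a whole ten-compound pool holding the compound; 0% = enzyme with no mixture and 100% = wells lacking enzyme; strong numbers were not always called active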
Cdc25B block: inhibitors of human Cdc25B phosphatase; P30305; recombinant Cdc25B, OMFP fluorescence Ex485/Em525; inhibition, %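 (compounds tested at 10 µM final in the well)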; hit rate 0.1% among 65,000; in the data active = inhibition above about 50%
Target sequence (P30305 whole entry, looked up): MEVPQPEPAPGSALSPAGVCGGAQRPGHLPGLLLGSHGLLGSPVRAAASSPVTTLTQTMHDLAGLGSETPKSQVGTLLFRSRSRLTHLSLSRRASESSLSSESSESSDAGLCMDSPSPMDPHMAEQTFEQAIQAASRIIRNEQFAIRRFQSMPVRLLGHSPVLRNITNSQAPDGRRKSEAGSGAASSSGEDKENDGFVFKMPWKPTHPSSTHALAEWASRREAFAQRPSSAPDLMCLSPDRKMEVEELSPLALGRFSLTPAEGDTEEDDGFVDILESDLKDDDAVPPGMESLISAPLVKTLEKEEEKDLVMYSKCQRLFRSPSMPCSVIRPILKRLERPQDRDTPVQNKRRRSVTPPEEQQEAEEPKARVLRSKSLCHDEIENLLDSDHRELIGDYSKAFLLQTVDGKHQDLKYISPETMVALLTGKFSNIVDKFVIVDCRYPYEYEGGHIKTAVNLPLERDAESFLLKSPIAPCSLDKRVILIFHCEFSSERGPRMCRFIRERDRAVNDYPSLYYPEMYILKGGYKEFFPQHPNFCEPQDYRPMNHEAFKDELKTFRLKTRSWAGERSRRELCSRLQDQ
5HT1a ag: 5-HT1a (human) receptor agonism. P08908. CHO 5-HT1a Ga15 NFAT-bla reporter, FRET ratio; 0% basal, 100% maximal reference agonist. activation, % at 10 µM. hit rate 0.56% among 65,000. AID 567;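 active = activation above the screen-wide mean activation plus 3 SD, cut at about 19% in these data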;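 note: 0% = DMSO wells and 100% = 5-CT at EC100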
Hsp90 block: displaces geldanamycin probe from tumor Hsp90. NCI-N417 lysate Hsp90, Cy3B-geldanamycin FP displacement. inhibition, % at 30 µM. hit rate 0.35% among 64,000. AID 429;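 active = inhibition above 50%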;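 note: 0% = tracer plus lysate wells and 100% = tracer alone without lysate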
MKP-1 inh: blocks human MKP-1 phosphatase activity; P28562; recombinant MKP-1, OMFP hydrolysis fluorescence; inhibition, %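 (compounds tested at a single concentration somewhere between 10 and 100 µM)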; hit rate 0.15% among 65,000;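 active = inhibition above about 50%, limit read from the data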;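 note: 0% = DMSO max control wells and 100% = wells with enzyme stopped by NaOH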
Target sequence (P28562 whole entry, looked up): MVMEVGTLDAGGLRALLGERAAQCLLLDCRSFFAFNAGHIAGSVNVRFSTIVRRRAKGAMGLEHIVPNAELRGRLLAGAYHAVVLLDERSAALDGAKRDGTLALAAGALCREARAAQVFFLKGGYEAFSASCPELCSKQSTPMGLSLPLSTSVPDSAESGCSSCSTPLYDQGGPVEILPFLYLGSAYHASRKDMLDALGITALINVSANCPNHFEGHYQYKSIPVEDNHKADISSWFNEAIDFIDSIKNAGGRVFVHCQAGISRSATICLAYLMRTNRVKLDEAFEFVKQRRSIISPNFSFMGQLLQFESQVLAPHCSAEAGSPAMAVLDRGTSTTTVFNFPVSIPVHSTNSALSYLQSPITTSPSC
C1s block: blocks human complement C1s protease activity; P09871; purified C1s, fluorogenic AMC substrate, pooled mixtures; mean inhibition % of two 10-compound mixtures (hits give high values), % at 5 µM (by protocol); hit rate 0.16% among 62,000;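 active = inhibition above 20% in each of the two 10-compound mixture wells holding the compound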;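 note: 0% = enzyme wells lacking compound mixture and 100% = no-enzyme blank wells; some compounds called inactive have numbers as strong as hits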
An asterisk follows results filed as active; x = not tested or not shown. Cut-off read from the data, not from the text of the source, unless noted: active = inhibition above about 20% (passing the limit was not always enough); inactive = the rest. Hits appear at their usual frequency, and some 1.6% of all compounds hit somewhere here.

nr | molecule | MKP-1 inh | 5HT1a ag | CatG inh | Cdc25B block | Hsp90 block | FXIa inh mix | C1s block | CatL inh | FXIIa inh mix
1 | Cc1ccccc1N1CC(c2nc3ccccc3[nH]2)CC1=O (configuration not stated) | -6.7 | -0.4 | 7.0 | -8.1 | -0.5 | 4.9 | 11.7 | 2.2 | 6.7
2 | Cn1cc(S(=O)(=O)Nc2ccc(Br)cc2F)c(=O)n(C)c1=O | 2.6 | -3.7 | 0.0 | -3.1 | -3.2 | -1.2 | -4.2 | 13.5 | 0.8
3 | CCOC(=O)CNc1nnc(SCC(=O)OCC)[nH]c1=O | -8.9 | -1.5 | -2.5 | 0.0 | -0.4 | -7.6 | -119.4 | 10.5 | 1.4
4 | C=CCn1nnnc1SCC(=O)Nc1cccc(OC)c1 | 3.7 | -2.2 | -1.5 | -0.7 | -0.2 | 7.3 | -7.2 | -3.9 | -5.0
5 | CCc1cc(C(=O)NCCN(C)C)cs1 | 3.9 | -1.9 | -0.3 | 2.4 | -12.4 | 6.3 | -6.5 | 0.5 | 4.3
6 | CCCS(=O)(=O)N1CCCC(C(=O)NCC2CCCO2)C1 (configuration not stated) | 6.2 | -5.1 | 7.9 | 10.5 | -0.1 | 4.5 | 1.8 | 6.0 | 0.4
7 | CCOC(=O)c1ccc(NC(=O)CSc2nnc(CNc3ccc(OC)cc3)n2C)cc1 | 1.7 | -1.6 | -8.0 | -5.9 | 4.2 | -6.9 | -33.3 | 35.7 | 0.5
8 | CCOc1ccc2[nH]c3c(N4CCN(c5ccccn5)CC4)ncnc3c2c1 | -17.2 | 2.1 | 11.4 | -2.3 | 3.1 | 1.1 | 69.0* | -4.1 | 1.1
9 | CCCCCCC(=O)Nc1c(O)c2ccccc2[nH]c1=O | 2.3 | -0.6 | 0.8 | 21.2 | 1.0 | 4.2 | -5.5 | 9.8 | 1.5
10 | Cc1ccc(C2(C(F)(F)F)NC(=O)N3CCN=C3S2)cc1 (configuration not stated) | 3.1 | -0.5 | 6.2 | 8.9 | -2.5 | 9.1 | 5.5 | 10.8 | -4.6
11 | COc1cc(NC(=O)c2cccs2)cc(OC)c1 | -2.7 | -1.6 | -2.4 | -16.6 | -2.5 | 16.1 | 3.5 | -4.4 | -2.3
12 | O=C(Nc1cccc(F)c1)c1cccnc1N1CCOCC1 | -6.4 | -2.9 | 6.3 | 10.6 | -3.9 | 6.2 | 9.6 | 3.0 | 4.2
13 | COC(=O)CSc1nnc(-c2ccco2)o1 | -0.7 | -0.8 | 2.1 | -17.2 | 0.8 | -2.6 | -32.6 | 11.9 | -1.3
14 | O=C(NCCCN1CCCCC1)C1(S(=O)(=O)c2ccc(Cl)cc2)CC1 | -0.9 | -3.5 | 1.0 | -10.0 | -2.5 | 7.6 | 6.0 | 15.2 | -4.0
15 | COCCNC(=O)C1CC(=O)N(C2CCCCC2)C1 (configuration not stated) | -2.8 | -1.0 | 0.4 | -11.5 | -1.4 | 1.7 | 0.3 | 3.2 | 8.6
16 | COc1ccccc1N(CC(=O)Nc1ccccc1C)S(C)(=O)=O | 4.5 | 1.8 | -4.9 | -13.4 | 2.0 | 2.6 | -11.7 | x | -27.3
17 | CN1C(=O)c2ccccc2C(C(=O)O)C1c1cccc(F)c1 (configuration not stated) | 9.5 | 0.1 | 10.9 | 19.5 | -3.3 | 8.4 | 12.0 | x | -16.9
18 | CCOC(=O)CSc1nc2cc(C(=O)NCc3ccco3)ccc2c(=O)n1-c1ccc(F)cc1 | 13.9 | -3.2 | -6.3 | 3.7 | -2.9 | -5.5 | -41.9 | -2.3 | 15.7
19 | O=C1CC(c2ccco2)Cc2nc(Nc3ccc(F)cc3)ncc21 (configuration not stated) | -9.1 | 0.6 | 8.2 | 2.0 | -0.1 | 5.1 | 9.2 | -2.6 | 3.8
20 | COc1ccc(OC)c(N(CC(=O)N2CCN(c3cc(Cl)ccc3C)CC2)S(C)(=O)=O)c1 | 14.7 | -2.8 | -23.6 | -9.4 | -1.6 | 4.9 | 7.7 | 7.8 | -17.8
21 | O=c1cc(NCc2ccc3c(c2)OCO3)[nH]c(=O)n1-c1ccc(Cl)cc1 | 14.8 | -1.0 | 8.0 | -15.8 | 0.7 | 7.2 | 10.4 | 2.7 | 5.6
22 | COc1cc2cc(CN(C(=O)NC3CCCCC3)C3CCCC3)c(=O)[nH]c2cc1OC | 31.2 | -1.8 | 5.7 | 7.6 | -2.5 | -0.7 | -8.0 | -8.1 | 6.2
23 | O=C(c1ccc(-c2nnc(-c3ccccc3)o2)cc1)N1CCCCCC1 | -8.6 | -2.8 | -3.7 | -1.4 | 1.5 | 0.5 | 2.9 | -0.1 | 2.1
24 | COCCCn1c(SCC(=O)NC2CCCCC2)nnc1-c1ccncc1 | -7.9 | 0.0 | -5.7 | 0.5 | -0.6 | -3.2 | 3.6 | 24.4 | -14.5
25 | CCOC(=O)C(C(C)=O)c1nc(C)nc2c1nnn2Cc1ccccc1Cl (configuration not stated) | -4.0 | 0.8 | -4.2 | 18.9 | -1.7 | 7.6 | -8.6 | 11.3 | 4.9
26 | Cc1cc(C)c(C(N)=O)c(Nc2cccc(Cl)c2C)n1 | -0.9 | -1.7 | 7.7 | -11.1 | 17.6 | 3.6 | 1.9 | 21.0 | 9.5
27 | CC(C)=CCc1c(C)nc2ccccc2c1C(=O)O | 3.2 | -2.0 | 6.5 | 23.1 | -4.4 | -5.0 | -20.9 | 6.8 | 3.3
28 | CCOc1ccccc1CNC(=O)C1CCC(=O)N1C(C)C (configuration not stated) | 3.8 | 0.3 | 3.9 | -2.1 | 1.9 | 11.0 | 5.0 | -6.6 | 1.1
29 | Cc1cc(C(=O)NCc2cccs2)c(C)o1 | 32.4 | 0.0 | 10.0 | -7.7 | -6.0 | 0.8 | 2.0 | 9.3 | 37.6
30 | COc1ccc(NC(=O)CN(C)S(=O)(=O)c2cccs2)cc1 | -0.1 | -2.9 | -3.2 | 9.9 | 1.1 | 6.4 | -7.5 | 0.6 | 4.9

(further entries)
nr | molecule | MKP-1 inh | 5HT1a ag | CatG inh | Cdc25B block | Hsp90 block | FXIa inh mix | C1s block | CatL inh | FXIIa inh mix
31 | COCCn1nnnc1CN1CCC(Cc2ccccc2)CC1 | 2.5 | 0.1 | 13.9 | -11.1 | 0.7 | -2.2 | 1.6 | 9.3 | 3.1
32 | Cc1ccc(C2c3c(oc4ccc(C)cc4c3=O)C(=O)N2CCCN2CCOCC2)cc1 (configuration not stated) | 13.0 | -0.8 | 7.8 | -2.3 | -0.5 | 5.4 | 7.0 | x | 4.4
33 | CCc1cccc(NC2c3ccccc3C(=O)N2c2cccnc2)c1 (configuration not stated) | 10.0 | 0.2 | -2.9 | -4.0 | -4.7 | 5.7 | 8.1 | x | -16.3
34 | CCN(CC)S(=O)(=O)c1cccc(C(=O)Oc2cccnc2)c1 | -21.0 | -0.1 | 0.9 | 0.5 | -6.8 | -4.4 | 3.3 | x | 5.3
35 | CCOC(=O)N1CCC(Nc2c(N3CCN(c4cc(Cl)ccc4C)CC3)c(=O)c2=O)CC1 | 27.0 | 64.5* | 10.4 | -10.2 | 1.4 | 9.9 | 13.1 | 9.6 | 2.3
36 | Cc1cc(-c2ccccc2)nc(=O)[nH]1 | 2.5 | -2.3 | 14.4 | -2.6 | 2.9 | 1.8 | -4.6 | 15.3 | -29.2
37 | CC1CCN(C(c2ccc(N(C)C)cc2)c2nnnn2Cc2ccccc2)CC1 (configuration not stated) | -17.6 | -0.7 | 10.4 | -5.1 | -2.1 | 7.4 | 15.7 | 4.1 | 8.3
38 | CCC(=O)Nc1c(C(=O)N2CCCCCC2)cnn1-c1ccc(C)c(C)c1 | -6.4 | -3.5 | -0.8 | -5.3 | -0.8 | -15.0 | -67.8 | 4.8 | -0.5
39 | CCN(CC)S(=O)(=O)c1ccc(Cl)c(C(=O)NC)c1 | 8.0 | -0.6 | 9.7 | -4.1 | -3.1 | -1.9 | -0.1 | x | 4.0
40 | O=C(NCc1ccccc1Cl)c1cnn2cccnc12 | -4.3 | -1.2 | 1.5 | -4.0 | -2.4 | 5.0 | -20.2 | 9.3 | 9.6
41 | Cc1ccn2cc(C(=O)Nc3ccc4c(c3)OCCO4)nc2c1 | -18.2 | -2.2 | 6.4 | 0.7 | 2.9 | 8.0 | 15.8 | 7.5 | -14.2
42 | CCCn1c(CNc2ccccc2O)nc2ccccc21 | 6.2 | -0.5 | 1.3 | 1.2 | 5.7 | 4.7 | 2.7 | 6.6 | 2.1
43 | O=C(CCC1COc2ccccc2O1)NCC1COc2ccccc2O1 (configuration not stated) | 1.2 | -0.8 | 2.0 | -7.1 | -3.1 | 6.9 | 2.8 | -2.1 | 3.1
44 | C=CCOn1c(=O)c(-c2cc3ccccc3o2)[n+]([O-])c2ccccc21 | -11.6 | -1.7 | x | -25.8 | 1.1 | x | x | 13.8 | x
45 | Nc1c(NCCC2=CCCCC2)c(=O)[nH]c(=O)n1Cc1ccccc1 | 29.8 | -2.5 | -3.9 | -5.8 | 1.6 | -5.6 | -15.8 | -0.8 | 5.7
46 | CC(C)(C)c1nc2scc(-c3cccs3)c2c(=O)o1 | -2.4 | -3.0 | 3.4 | -13.3 | -6.5 | -9.5 | -23.8 | -13.6 | -1.7
47 | O=C(CN1C(=O)C2C3C=CC(C3)C2C1=O)NCCc1ccccc1 (configuration not stated) | 4.3 | -2.6 | -3.3 | -4.7 | 3.4 | 13.5 | -37.9 | 11.7 | 9.3
48 | CCC(C)(C)NC(=O)CC(c1ccc(OC)cc1)n1cccc1 (configuration not stated) | 3.1 | -1.4 | 2.9 | 2.1 | -2.8 | -3.8 | -13.8 | -5.5 | -9.5
49 | Cc1ccc(S(=O)(=O)N2CCC(C(=O)Nc3ccccc3N3CCCCC3)CC2)cc1 | 7.2 | 1.3 | -0.8 | -5.9 | -10.4 | 4.5 | -0.8 | x | -26.6
50 | CCOC(=O)N1CCN(C(=O)CSc2nnc(-c3ccc(C(C)(C)C)cc3)o2)CC1 | 10.6 | 1.6 | 0.3 | -5.0 | 0.5 | 9.1 | -6.0 | x | -17.4
51 | COc1ccc(N2CCN(c3ncnc4c3cnn4-c3ccc(C)cc3C)CC2)cc1 | 3.1 | -1.2 | 7.7 | -0.6 | 1.5 | -1.6 | 4.6 | -1.2 | 7.2
52 | COc1ccc(-c2noc(CCC(=O)N3CCN(c4cc(C)ccc4C)CC3)n2)cc1 | 20.6 | -1.4 | 4.2 | -4.0 | -2.4 | -1.5 | -6.9 | 2.3 | 1.6
53 | COc1ccc(-c2nnn(CC(=O)N(CC(=O)NCCC(C)C)Cc3cccs3)n2)cc1OC | 6.7 | -1.2 | -0.3 | -4.7 | -3.0 | 4.4 | -10.1 | 0.5 | 20.6
54 | C#CCn1c(=NC(=O)c2cccs2)sc2cccc(OC)c21 | -2.0 | 1.6 | 9.0 | -2.8 | 0.7 | 3.3 | 8.8 | x | 10.4
55 | COC(=O)C1C2C=CC3(CN(CC4CCCO4)C(=O)C13)O2 (configuration not stated) | 9.3 | -0.9 | -11.6 | -3.3 | -1.4 | -10.0 | -17.9 | -1.3 | 8.6
56 | O=C1OCCC1Sc1nc2ccccc2[nH]1 (configuration not stated) | -3.1 | -1.5 | -0.9 | -12.2 | -4.7 | 4.9 | -10.0 | 15.2 | 5.4

Part of the list above in order of formula weight, rising:
nr | molecule | MKP-1 inh | 5HT1a ag | CatG inh | Cdc25B block | Hsp90 block | FXIa inh mix | C1s block | CatL inh | FXIIa inh mix
1 | Cc1ccccc1N1CC(c2nc3ccccc3[nH]2)CC1=O (configuration not stated) | -6.7 | -0.4 | 7.0 | -8.1 | -0.5 | 4.9 | 11.7 | 2.2 | 6.7
30 | COc1ccc(NC(=O)CN(C)S(=O)(=O)c2cccs2)cc1 | -0.1 | -2.9 | -3.2 | 9.9 | 1.1 | 6.4 | -7.5 | 0.6 | 4.9
7 | CCOC(=O)c1ccc(NC(=O)CSc2nnc(CNc3ccc(OC)cc3)n2C)cc1 | 1.7 | -1.6 | -8.0 | -5.9 | 4.2 | -6.9 | -33.3 | 35.7 | 0.5
